Compound activity: PubChem, National Center for Advancing Translational Sciences (NCATS)
IL2 activator: IL-2 activation; IL-2 activation reporter assay, cell-based qHTS; stimulated with anti-CD3/CD4/CD28 beads; in transgenic mouse T cells; activation, % (series mostly up to about 46 µM); 0.065% of 360,000 active; AID 652025; in the data active means activation above about 50%; inconclusive means mostly about 30% to 49%; further: 0% is about no effect
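Readout is EGFP and DsRed signal by fluorescent plate cytometry after 18 h at 37 degrees C. Transgenic mouse T cells (750/well) received compound for 60 min before bead stimulation (anti-CD3, anti-CD4, anti-CD28); memory T cells served as non-tolerant control.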
CCT modulator: modulators of cytosolic chaperonin (CCT/TRiC) activity | purified chaperonin ATPase assay, HTRF ADP detection, 30 min | AID 651819 | activity change, % (no concentration beside the values), hits read low | 0.3% of 360,000 active; in the data active means activity change below about -30%; further: on the % scale 0 is the no-effect control and ±100 the full control effect
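ATPase activity: ADP formed was measured by HTRF Transcreener (665/615 nm ratio) after 30 min at 37 deg C with 10 uM ATP. Compounds screened at one 76 uM concentration against 40 or 20 nM TRiC in Tris pH 7.4/KCl/MgCl2/DTT buffer.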
PLK1 PBD inh: PLK1 (human) polo-box domain binding inhibition; Plk1 PBD binding of FITC phosphopeptide, fluorescence polarization; Potency, µM, without a hit: max response, negative = inhibition, usual class: inhibitors; 2.8% of 360,000 active; AID 720504; further: potency means the concentration at half of the fitted maximal effect; series mostly up to about 57 µM; on the % scale 0 is the no-effect control and ±100 the full control effect; nearly all actives have a fitted effect of over 65% in size
EPAC1 agonist: activates human EPAC1 exchange factor. O95398. EPAC1 agonist qHTS, biochemical assay; response scale: 100% = response to 6.5 mM cAMP. Potency, µM (series often up to 154 µM), without a hit: at the highest dose activation, actives largely listed as activators. 0.073% of 360,000 active. AID 720707; further: potency means the concentration at half of the fitted maximal effect; nearly all actives have a fitted effect of over 60% in size
Target sequence (O95398 whole entry, looked up): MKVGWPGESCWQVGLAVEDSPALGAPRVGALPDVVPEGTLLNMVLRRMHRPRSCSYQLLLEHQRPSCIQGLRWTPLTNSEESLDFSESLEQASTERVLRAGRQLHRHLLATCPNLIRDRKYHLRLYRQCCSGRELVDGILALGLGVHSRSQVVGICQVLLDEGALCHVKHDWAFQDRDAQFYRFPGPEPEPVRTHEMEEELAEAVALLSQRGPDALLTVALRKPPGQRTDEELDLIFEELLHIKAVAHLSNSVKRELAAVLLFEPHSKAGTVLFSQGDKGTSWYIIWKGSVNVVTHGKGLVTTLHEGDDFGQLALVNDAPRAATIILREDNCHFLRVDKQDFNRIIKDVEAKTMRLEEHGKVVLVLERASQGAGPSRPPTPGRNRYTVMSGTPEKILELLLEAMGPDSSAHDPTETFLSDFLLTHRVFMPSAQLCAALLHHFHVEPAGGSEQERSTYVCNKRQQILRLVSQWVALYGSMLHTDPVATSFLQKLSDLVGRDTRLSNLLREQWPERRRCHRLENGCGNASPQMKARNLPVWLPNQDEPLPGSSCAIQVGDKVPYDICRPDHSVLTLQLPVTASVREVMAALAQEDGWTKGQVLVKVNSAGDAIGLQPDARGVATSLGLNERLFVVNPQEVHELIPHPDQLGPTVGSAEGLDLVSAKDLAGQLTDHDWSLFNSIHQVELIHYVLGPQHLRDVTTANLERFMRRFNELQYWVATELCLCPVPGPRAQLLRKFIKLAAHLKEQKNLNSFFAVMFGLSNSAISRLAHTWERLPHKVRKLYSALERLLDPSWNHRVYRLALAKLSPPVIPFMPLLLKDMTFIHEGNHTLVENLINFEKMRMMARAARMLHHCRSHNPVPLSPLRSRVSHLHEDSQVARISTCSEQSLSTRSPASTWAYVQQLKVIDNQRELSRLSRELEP
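Nucleotide exchange by EPAC1 (100 nM) on Rap1B–BODIPY-GDP (250 nM) in the presence of 50 uM GDP is tracked fluorescently at 480/540 nm over 30 min. Signals are normalized to a 6.5 mM cAMP control.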
EPAC1 antag: EPAC1 (human) antagonism. O95398. 0.14% of 360,000 active. AID 720709. Potency, µM (titrated, usually from 115 µM), without a hit: at the highest dose activity change, negative = inhibition, actives largely listed as inhibitors. EPAC1 GEF assay, Rap1b-BODIPY-GDP exchange fluorescence;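 further: potency means the concentration at half of the fitted maximal effect; plate controls were vehicle for no effect and positive control for full effect; nearly all actives have a fitted effect of over 50% in size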
PI5P4K alpha inh: inhibitors of human PI5P4K alpha | P48426 | PI5P4Kalpha enzyme, ADP-Glo luminescence, 60 min; active compounds read low | max response, % | 1.2% of 330,000 active; active means max response of -50% or lower; inconclusive means between -30% and -50%; inactive means -30% or higher; further: value at the top dose of about 77 µM; on the % scale 0 is the no-effect control and ±100 the full control effect
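Quantitative HTS of the MLSMR library against PI5P4Kalpha with substrate. ATP added last at 5 microM final; room temperature, 60 minutes. Remaining ATP depleted, ADP converted and read as luminescence.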
WRN helicase inh: WRN helicase (human) inhibition. Q14191. WRN helicase unwinding, fluorescent forked duplex, kinetic. Potency, µM (series often up to 114 µM), without a hit: top-dose activity change, negative = inhibition, most hits filed as inhibitors. 0.46% of 360,000 active. AID 651768; further: potency means the concentration at half of the fitted maximal effect; on the % scale 0 is the no-effect control and ±100 the full control effect; nearly all actives have a fitted effect of over 55% in size
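Enzyme (20 nM final) and test compound sit together 15 min at room temperature before substrate addition. Substrate is a single-forked duplex oligonucleotide (100 nM) labelled with fluorophore and quencher, with 2 mM ATP; helicase unwinding raises red fluorescence, read kinetically.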
EPAC2 agonist: EPAC2 (human) agonism | Q8WZA2 | EPAC2 activation, biochemical qHTS; response scale: 100% = 6.5 mM cAMP response | Potency, µM (top dose mostly 154 µM), inactives show at the highest dose activation, hits mostly activators | AID 720711 | 0.079% of 360,000 active; further: potency means the concentration at half of the fitted maximal effect; nearly all actives have a fitted effect of over 50% in size
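Compounds were added across a concentration range to EPAC2 (100 nM), RAP1B-BODIPY-GDP (250 nM) and GDP (50 uM). After 5 min at room temperature, fluorescence was recorded at 5-min intervals for 30 min.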
Active calls of the source: *; ? = inconclusive; / = not tested or not shown; [ ] = remark or other dose. Unless noted, the call rests on the fitted dose curve; in most records, active means well fitted curve in the direction sought with a large enough effect; inconclusive means small, poorly fitted or top-dose-only effect, or another doubt; inactive means no such curve, though single readings can be large; an effect the other way counts as inactive or inconclusive. An excerpt, so the mix of outcomes need not match the whole.

Value order – IL2 activator, CCT modulator, PLK1 PBD inh, EPAC1 agonist, EPAC1 antag, PI5P4K alpha inh, WRN helicase inh, EPAC2 agonist
> O=C(CN1C(=O)NC2(CCCCCC2)C1=O)Nc1ccc(Cl)c([N+](=O)[O-])c1
  -0.3, -2.0, -24%, -1%, -20%, -2, 0%, 11%
> Cc1cccc(OCCNC(=O)c2ccc(Cl)c(S(=O)(=O)NCc3cccnc3)c2)c1
  -0.3, 1.9, 2%, -4%, -13%, 2, -2%, 0%
> COc1cccc(-c2nc(CS(=O)CC(=O)NC(C)CCc3ccccc3)c(C)o2)c1 (stereo unspecified)
  3.9, 1.7, ?, 2%, -12%, 0, -6%, -2%
> Cc1cc(C)n(CC(=O)NNC(=O)c2cccc(C(F)(F)F)c2)n1
  -0.1, -0.9, 3%, 2%, -6%, -2, 5%, 7%
> CCCCN1CC[C@H]2C=CC[C@@H](C(=O)NCc3ccc(OC)cc3)[C@H]2C1=O
  0.7, 1.3, -10%, -24%, -21%, 1, 5%, 0%
> Cc1ccc(S(=O)(=O)N2CCCCC2)cc1C(=O)OCC(=O)NC(=O)NC12CC3CC(CC(C3)C1)C2
  1.2, -0.7, -15%, 0%, -16%, 0, -21%, -7%
> CCOC1(OCC)C(c2ccc(N)cc2)C(C#N)(C#N)C1(OCC)OCC (stereo unspecified)
  -2.9, -0.3, 2%, 15%, ?, 1, -9%, -22%
> Nc1nnc(SCC(=O)Nc2cccc(Cl)c2)s1
  -0.1, -0.2, -16%, -44%, -1%, 0, 6%, -2%
> Cc1ccc(Cc2c(-c3ccco3)nc3ccc(Br)cn23)cc1
  0.7, 0.4, ?, -15%, ?, ?, -16%, 16%
> CNc1cncc(-c2cccc(C(=O)NC3CC3)c2)n1
  -0.3, -0.5, -18%, 17%, -5%, -3, 1%, 10%
> COc1ccc(C)cc1NC(=O)C1CCCN1S(=O)(=O)c1ccccc1F (stereo unspecified)
  -0.3, 0.1, 0%, 2%, -11%, 1, -8%, 7%
> O=C(NC1CCCN(Cc2ccc(Cl)cc2)C1)c1ccccc1-c1ncc[nH]1 (stereo unspecified)
  0.7, 1.2, 1%, 9%, -13%, 7, -7%, -1%
> COc1ccc(C(CNC(=O)c2cccc(S(=O)(=O)N3CCOCC3)c2)N2CCCC2)cc1 (stereo unspecified)
  -0.4, 0.1, -11%, -8%, 11%, -1, 0%, 7%
> CC1=CC2=NC(=O)/C(=C\c3cccn3CCOc3ccccc3)C(=N)N2O1
  -2.9, -0.9, -7%, 22%, -10%, -3, 0%, 17%
> O=[N+]([O-])c1ccc(C(O)CN=Cc2ccc(O)cc2O)cc1 (stereo unspecified)
  -2.4, -1.8, ?, 1%, -4%, ?, -6%, 4%
> CC1(C)CC2(C)CC(=O)C1C(C(=O)O)C2C(=O)O (stereo unspecified)
  -0.4, -0.4, 0%, 8%, 6%, 0, -5%, -3%
> COc1ccc2cc(/C=N/NC(=O)c3ccc(CN(c4cccc(Cl)c4Cl)S(C)(=O)=O)cc3)c(Cl)nc2c1
  1.9, 1.9, 6%, 6%, -9%, 0, -12%, 4%
> CC(=O)[C@@]1(O)CCC2C3CC[C@H]4C[C@@H](O)CC[C@]4(C)C3CC[C@@]21C (stereo partly specified)
  0.0, 0.5, 3%, 4%, 8%, -1, 14%, 4%
> COc1ccc(C2CC(c3ccc(C)cc3)=NN2C(=O)c2ccccc2)cc1 (stereo unspecified)
  0.0, -1.0, -9%, 1%, -8%, 0, -7%, 12%
> OC(COc1ccccc1)CN1CCCCCC1 (stereo unspecified)
  -0.2, -3.4, -18%, 1%, -20%, 6, 0%, 6%
> COc1ccccc1NC(=O)NN1CCCCC1
  -0.4, 1.5, -5%, 7%, -24%, 2, 8%, 8%
> Cc1ccc(C2(CCNCc3ccco3)CCOC(C(C)C)C2)cc1 (stereo unspecified)
  0.8, -2.2, -11%, 6%, 4%, 0, 14%, -5%
> COc1cc(C2C3=C(CC(C)(C)CC3=O)NC3=C2C(=O)c2ccccc23)ccc1O (stereo unspecified)
  -0.3, 2.6, -7%, -11%, -4%, -9, -5%, -1%
> Nc1ccc(C(=O)N2CCCC2)cc1
  -0.6, -0.9, -24%, 0%, -3%, -2, 9%, 3%
> COc1ccc(-n2c(CN3CCN(c4ccccn4)CC3)nc3ccc([N+](=O)[O-])cc3c2=O)c(OC)c1
  -0.5, -2.8, -6%, -4%, -14%, 4, -6%, 7%
> O=C(O)c1cccc(-c2ccc(/C=C3/SC(=Nc4ccccc4)N(Cc4cccnc4)C3=O)o2)c1
  2.7, 0.5, 24µM*, 2%, ?, -29, ?, 26%
> CN(C)CCCOC(=O)c1ccc(Cl)cc1
  0.4, -1.6, 2%, -2%, 4%, 0, 3%, -3%
> O=C(NCCc1ccccc1)C1(S(=O)(=O)c2ccc(Cl)cc2)CC1
  -1.0, -0.1, -5%, -2%, 2%, 0, 2%, 8%
> Cc1nn(-c2ccccc2)c2nc(-c3ccncc3)cc(C(=O)NCc3ccco3)c12
  -1.8, 1.2, 30µM*, 3%, -14%, ?, -32%, -18%
> COC(CSc1nc(N)c2c3c(sc2n1)CN(C)CC3)OC
  -0.3, 1.2, -27%, -8%, 0%, 1, 6%, 1%
> COc1cc(NC(=O)C2CCN(S(=O)(=O)c3cccnc3)CC2)cc(OC)c1OC
  -2.2, 0.5, -6%, 5%, -8%, -8, -16%[57.1 µM], -5%
> CCOC(=O)N1CCN(c2c(-c3ccc(C)cc3)c(=O)c2=O)CC1
  0.3, -0.9, -4%, -2%, 5%, -3, 0%, 9%
> O=C(NC1=NC2CCCCC2N1)c1ccccc1 (stereo unspecified)
  1.5, 0.6, -19%, 1%, 0%, -8, 13%, 3%
> Clc1ccccc1-c1nc(/C=N/N2CCOCC2)c2ccccn12
  -0.7, -2.3, 24µM*, -7%, 0%, -9, ?, 4%
> CC(C)(C)n1nnnc1C(c1ccc(C#N)cc1)N1CCCC2(CCCCC2)C1 (stereo unspecified)
  1.5, -0.8, -3%, 5%, 3%, /, -6%, 16%
> Cc1ccc(NC(=O)c2nc[nH]c2C(=O)NCCCCNC(=O)c2[nH]cnc2C(=O)Nc2ccc(C)cc2)cc1
  -0.7, -1.4, 1%, -13%, -5%, 5, -3%, -3%
> CS(=O)(=O)c1ccc2nc(NC(=O)c3ccc(=O)[nH]c3)sc2c1
  -1.2, -1.2, 3%, 1%, 10%, -27, -17%, 3%
> CCOC(=O)c1cnc(-c2ccccc2)nc1Oc1ccccc1
  -0.9, -1.3, -4%, 16%, -21%, -2, -8%, 14%
> ON=C1CCCC2CCCCC12 (stereo unspecified)
  0.0, -4.2, -17%, 3%, -14%, -1, 1%, 5%
> Cc1cn([C@H]2C[C@H](O)[C@@H](/C=C/C(=O)NCCc3ccc4c(c3)OCO4)O2)c(=O)[nH]c1=O
  -0.1, 0.0, 1%, 2%, -7%, 0, -4%, 5%
> CCN1C2=NCCCN2c2cc(C)c(C)cc21
  0.1, -1.6, 0%, 3%, -10%, -5, -6%, 3%
> O=C(OC1CCOC1=O)C1CCN(S(=O)(=O)c2c(Cl)cccc2Cl)CC1 (stereo unspecified)
  -0.2, -2.0, -14%, -5%, -8%, 1, -7%, -7%
> COC(=O)c1cccc(NC(=O)CSc2nnc(COc3ccccc3)n2C)c1
  -0.1, -1.2, -9%, 5%, 16%, 4, -1%, 2%
> Cc1ccc(C(=O)NC(Cc2c[nH]c3ccccc23)C(=O)O)cc1 (stereo unspecified)
  0.2, -3.3, -8%, 9%, -9%, 3, -5%, 9%
> COC(=O)CN1C2=NCCCN2c2ccccc21
  -1.2, -3.7, -5%, -9%, 11%, -10, 8%, 11%
> CC(CC(=O)NCc1ccc(F)cc1)c1ccccc1 (stereo unspecified)
  0.3, 0.1, -9%, -1%, 17%, 4, 14%, -1%
> CNc1c(-n2cc(C(=O)OC)c(C(=O)OC)c2C(=O)OC)c(=O)n(C)c(=O)n1C
  0.6, -7.1, -9%, 12%, ?, 0, -1%, 3%
> CC(=O)/C(C#N)=C1\NC(=O)C(Cc2ccc(C)c(C)c2)S1 (stereo unspecified)
  -2.6, -1.8, -7%, 0%, 5%, -28, -28%, 4%
> CC(=O)NCCNc1nc2cc(-c3ccc(C(=O)N4CCN(C)CC4)cc3)sc2c(=O)n1C
  0.8, -1.9, 1%, 2%, 3%, -3, 0%, 2%
> CN(Cc1cnccn1)Cc1nc(Cc2cccc(F)c2)no1
  -3.1, -2.1, -20%, 4%, 2%, -11, -6%, 5%

(more compounds)
Value order – IL2 activator, CCT modulator, PLK1 PBD inh, EPAC1 agonist, EPAC1 antag, PI5P4K alpha inh, WRN helicase inh, EPAC2 agonist
> O=C(Nc1cccnc1)c1coc(=O)c2ccccc12
  0.8, -0.5, -12%, 4%, -14%, 1, 6%[57.1 µM], 1%
> COc1ccc(CSc2nncn2N)cc1[N+](=O)[O-]
  1.1, -2.1, -2%, -5%, 1%, 3, -1%, 2%
> CC(=O)Nc1cccc(-c2ccnc3c2CC(C(=O)NCCC(F)(F)F)O3)c1 (stereo unspecified)
  1.3, -0.2, -7%, 0%, -20%, 7, -1%, 0%
> CCN(C(=O)COC(=O)c1cc(-c2ccccc2)nn1-c1ccccc1)C1CCS(=O)(=O)C1 (stereo unspecified)
  0.3, -0.5, -8%, -13%, -16%, -1, -5%, -2%
> O=C(NCCN1CCCC1)C1CCC(=O)N(CCCN2CCOCC2)C1 (stereo unspecified)
  -0.5, 0.2, -4%, 2%, 3%, 2, 2%, 0%
> O=C(CCN1CCN(Cc2ccccc2)CC1)NNC(=O)c1ccc(Cl)c(Cl)c1
  -0.1, -2.4, -4%, 3%, 6%, 0, 7%, 8%
> C[C@@H]1CN([C@@H](C)CO)C(=O)CCCn2nncc2CO[C@H]1CN(C)Cc1ccc(C(F)(F)F)cc1
  3.9, 0.2, -2%, -2%, -2%, 0, -5%, 3%
> CCc1cccc2c(C(=O)COC(=O)c3cnc(C)cn3)c[nH]c12
  -0.3, -1.0, -16%, 12%, -15%, -8, 7%, -3%
> Cc1ccc(C)c(NC(=O)C(Sc2nncn2C)c2ccccc2)c1 (stereo unspecified)
  -0.1, 0.1, -9%, 8%, -13%, 11, 5%, -2%

Already shown: entries from further up.
Value order – IL2 activator, CCT modulator, PLK1 PBD inh, EPAC1 agonist, EPAC1 antag, PI5P4K alpha inh, WRN helicase inh, EPAC2 agonist
> COc1ccc(CSc2nncn2N)cc1[N+](=O)[O-]
  1.1, -2.1, -2%, -5%, 1%, 3, -1%, 2%
> CC(=O)Nc1cccc(-c2ccnc3c2CC(C(=O)NCCC(F)(F)F)O3)c1 (stereo unspecified)
  1.3, -0.2, -7%, 0%, -20%, 7, -1%, 0%
